SKN-1 block: C. elegans SKN-1 inhibition. C. elegans VP596 Pgst-4::GFP/RFP ratio, acrylamide-induced, 24 h. inhibition, % at 21.8 µM. actives 0.49% (n = 360,000). AID 624304;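 active = interference check ratio from 0.5 to 1.5 plus GFP to RFP signal ratio inhibition reaching or exceeding a fixed threshold, cut at about 30% in these data, passing the limit was not always enough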; also: some compounds called inactive have numbers as strong as hits
NRP1-CendR mod: alters CendR peptide binding to human NRP-1; AID 602438; O14786; actives 0.85% (n = 360,000); inhibition, % at 25 µM; FAM-RPARPAR peptide binding to NRP-1, fluorescence polarization;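 active = inhibition or corrected inhibition above about 18%, plus a signal ratio from 0.5 to 1.5, limit read from the data, passing the limit was not always enough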; also: strong numbers were not always called active
FAS-TE inh: inhibitors of human fatty acid synthase thioesterase domain; P49327; recombinant FAS-TE, OMFH fluorogenic substrate, fluorescence endpoint; inhibition, % at 15 µM; actives 0.67% (n = 360,000); AID 602261;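 active = compounds whose normalised, plate-corrected inhibition of enzyme fluorescence in the single-dose primary screen is 50% or more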;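 also: 0% = DMSO with enzyme and 100% = substrate without enzyme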
eLon inh: E. coli protease La inhibition | P0A9M0 | purified E. coli Lon protease, fluorescence polarization | inhibition, % at 7.94 µM | actives 0.42% (n = 360,000) | AID 602123; in the data active = inhibition above about 13%, passing the limit was not always enough;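 also: 0% = enzyme with probe and DMSO and 100% = no enzyme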
Target sequence (P0A9M0 whole entry, looked up): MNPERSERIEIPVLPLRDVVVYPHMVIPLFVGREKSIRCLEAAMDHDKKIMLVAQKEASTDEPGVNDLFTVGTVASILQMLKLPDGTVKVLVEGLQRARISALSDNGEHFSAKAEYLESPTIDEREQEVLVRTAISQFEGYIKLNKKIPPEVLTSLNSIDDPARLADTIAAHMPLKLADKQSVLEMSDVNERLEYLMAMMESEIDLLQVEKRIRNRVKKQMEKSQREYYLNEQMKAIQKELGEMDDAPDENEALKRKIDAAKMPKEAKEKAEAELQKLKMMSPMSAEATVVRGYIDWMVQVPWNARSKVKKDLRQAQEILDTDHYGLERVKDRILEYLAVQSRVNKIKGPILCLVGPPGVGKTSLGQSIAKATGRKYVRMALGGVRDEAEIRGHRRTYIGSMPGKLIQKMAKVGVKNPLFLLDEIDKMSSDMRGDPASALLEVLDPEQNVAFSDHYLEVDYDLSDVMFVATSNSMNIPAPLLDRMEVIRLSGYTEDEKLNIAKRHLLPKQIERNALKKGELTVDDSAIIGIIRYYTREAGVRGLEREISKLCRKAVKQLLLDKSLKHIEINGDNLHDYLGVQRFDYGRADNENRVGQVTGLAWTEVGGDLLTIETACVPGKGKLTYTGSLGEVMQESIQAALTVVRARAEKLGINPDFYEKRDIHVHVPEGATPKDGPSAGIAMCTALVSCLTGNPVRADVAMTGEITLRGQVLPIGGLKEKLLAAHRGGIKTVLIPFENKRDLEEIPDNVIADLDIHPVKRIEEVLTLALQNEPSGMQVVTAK
MLLE-PAM2 inh: blocks PAM2 peptide binding to the PABP1 MLLE domain; P11940; GST-MLLE / FITC-PAM2 fluorescence polarization; inhibition, % at 20 µM; actives 0.36% (n = 360,000); AID 588489; in the data active = inhibition above about 35%, passing the limit was not always enough;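 also: plate controls were DMSO wells with GST-MLLE for no effect and wells lacking GST-MLLE protein for full effect; some results filed as inactive read as strong as hits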
Tb MetRS inh: Trypanosoma brucei MetRS inhibition; purified T. brucei MetRS, ATP depletion, Kinase-Glo luminescence; inhibition, % at 11.9 µM; actives 0.4% (n = 360,000); AID 624268;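 active = inhibition above a per-plate cutoff of the control wells' mean inhibition plus 3 SD, cut at about 5.5% in these data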;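 also: 0% = DMSO wells median and 100% = median of wells with control inhibitor compound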
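Dosing: 11.9 µM single point; system: parasite MetRS enzyme; technique: luminescence of leftover ATP; times: 15 min enzyme-compound preincubation, 2 h reaction, 10 min detection, 25 °C; replicates: each compound tested once; read-out basis: percent inhibition relative to median high and low control wells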
MsrA inhibitor: inhibits bovine methionine sulfoxide reductase A; purified bovine MsrA, absorbance read-out; inhibition, % at 15.5 µM; actives 0.75% (n = 360,000); in the data active = inhibition above about 4.5%;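 also: 0% = vehicle wells with enzyme and 100% = reference inhibitor wells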
MT1-MMP act inh: MT1-MMP (human) activation inhibition | actives 0.061% (n = 360,000) | P50281 | GFP/RFP ratio change, % at 20 µM | HT1080 RFP-PRO-GFP cells, GFP/RFP ratio fluorescence, overnight; percent of plate control window, DMSO zero | AID 651647;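 active = GFP/RFP ratio change of at least 30% with cell ATP level not reduced by more than half and red fluorescence within 50% of control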; also: strong numbers were not always called active
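Material: RFP-PRO-GFP reporter HT1080 cells. Dosing: single-point 20 µM compound, 1% DMSO. Controls: DMSO and RFP-L50D-GFP cell wells. Timing: cells overnight before dosing, compound overnight, 37 °C, 5% CO2. Measure: GFP/RFP fluorescence ratio.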
bovine MsrA act: activators of bovine methionine sulfoxide reductase A. activation, % at 10.6 µM. purified bovine MsrA, absorbance read-out. actives 0.3% (n = 360,000); in the data active = activation above about 7.5%;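 also: 0% = vehicle and 100% = reference activator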
* = called active by the depositor; nt = no result given.

Order of results – SKN-1 block	NRP1-CendR mod	FAS-TE inh	eLon inh	MLLE-PAM2 inh	Tb MetRS inh	MsrA inhibitor	MT1-MMP act inh	bovine MsrA act
> COc1ccc(OCCNC(=O)c2ccc3nc(C)c(N(C)Cc4ccc(NC(C)=O)cc4)n3c2)cc1
  17	14	-8	3	0	-0.5	-0.5	1	-6
> NC(=O)C1CC(=O)N(c2ccc(OCc3ccc(Cl)cc3Cl)cc2)C1 (stereo not given)
  15	-17	-1	-3	-2	2.6	-1.1	-1	-1
> O=C1CCC(/C=C/c2ccccc2)=NN1Cc1ccccc1Cl
  -7	3	17	-5	11	-0.2	-0.1	-2	-13
> COC(=O)c1cc(C(=O)OCC(=O)NC2CCS(=O)(=O)C2)cc([N+](=O)[O-])c1 (stereo not given)
  -4	2	-3	-3	0	1.0	0.4	1	-2
> Cc1cccc(N2CCN(C(=O)n3ccnc3)CC2)c1C
  -29	1	-8	-7	16	0.3	0.0	-1	-2
> N#CC1=C(N)C(C#N)(C#N)C(c2cccnc2)C2COCC=C12 (stereo not given)
  -2	4	-5	4	20	-0.1	-1.5	-10	-3
> CCCCCCCCCCC[C@@H](C[C@@H]1OC(=O)[C@H]1CCCCCC)OC(=O)[C@H](CC(C)C)NC=O
  -17	1	nt	-2	-24	-0.5	0.4	-9	0
> Cc1nc2nc(COc3ccccc3)nn2c(C)c1Cl
  -15	2	-7	-5	2	-1.7	1.7	0	-8
> COc1ccc(C2c3ccc(O)cc3Oc3ncn(CCCO)c(=N)c32)cc1OC (stereo not given)
  59	132	-63	58*	126	0.1	-0.8	-112	-9
> COc1ccc(CC2(CO)CCN(Cc3cccc4nccnc34)CC2)cc1
  -18	7	-4	1	-8	-0.6	3.1	0	-2
> COC(=O)C(C)N(C(=O)c1ccc(Cl)cc1)c1c(C)cccc1C (stereo not given)
  20	3	16	-6	17	-0.5	-0.6	1	-1
> CCCCC(=O)Nc1ccc(C(=O)NNC(=O)c2ccc(C)c(Br)c2)cc1
  8	-5	-12	-12	0	0.5	1.2	2	-3
> Cc1ccc(CCNC(=O)CCn2ccc3cc(S(=O)(=O)N4CCCC4)ccc32)cc1
  17	-2	4	8	3	-1.1	-1.0	0	-9
> COC(=O)Cc1c(C)c2cc(Cl)c(OC(=O)c3ccco3)cc2oc1=O
  5	17	-4	8	-18	-0.1	1.6	9	2
> O=C(CSc1ccsc1[N+](=O)[O-])NCCc1ccccc1
  -4	2	17	3	19	0.0	2.8	-3	1
> CCOC(=O)c1c(NC(=O)c2ccc(S(=O)(=O)N3CCOCC3)cc2)sc2c1CCN(C)C2
  10	-47	8	-12	-9	0.3	2.5	-8	0
> Fc1ccc(F)c(CNc2ncnc3cc(Cl)ccc23)c1
  -2	-12	7	6	-7	7.3*	0.8	0	-3
> Cc1cc(NC(=O)CC(C)C)c(=O)n(Cc2ccccc2F)c1
  -1	-18	-2	-4	-19	-0.3	1.7	-3	-2
> Cc1ccc(S(=O)(=O)/N=C(/Nc2ccc(F)cc2F)c2ccccc2)cc1
  15	6	2	1	-1	-0.7	0.4	0	-3
> CCCCNc1nnc(SCC(=O)N2CCN(S(=O)(=O)c3ccc4ccccc4c3)CC2)s1
  19	9	12	-2	-3	0.2	0.4	5	0

An excerpt from above, showing only MT1-MMP act inh.
| SMILES | MT1-MMP act inh |
| --- | --- |
| CCCCCCCCCCC[C@@H](C[C@@H]1OC(=O)[C@H]1CCCCCC)OC(=O)[C@H](CC(C)C)NC=O | -9 |
| Cc1nc2nc(COc3ccccc3)nn2c(C)c1Cl | 0 |
| COc1ccc(C2c3ccc(O)cc3Oc3ncn(CCCO)c(=N)c32)cc1OC (stereo not given) | -112 |

Carrying on.
Order of results – SKN-1 block	NRP1-CendR mod	FAS-TE inh	eLon inh	MLLE-PAM2 inh	Tb MetRS inh	MsrA inhibitor	MT1-MMP act inh	bovine MsrA act
> CC(=O)c1sc(-c2ccccc2)cc1N
  -9	-25	-4	-9	10	-0.8	0.0	-2	-8
> CCCCn1c(O)c(N=NC(=O)Cn2c(C(F)(F)F)nc3ccccc32)c2ccccc21
  -1	2	9	-8	8	-0.5	0.3	3	-2
> COc1ccc(C(=O)NNC(=O)Cn2nc(C)cc2C)cc1S(=O)(=O)N1CCOCC1
  -4	3	-7	-3	3	-0.4	-0.9	1	-1
> Cc1ccc(NC(=O)CN(C)C(=O)CSc2n[nH]c(N)n2)cc1
  -5	4	-5	-8	-3	-0.4	1.7	7	-3
> CSc1nnc2c3c4c(sc3nc(-n3nc(C)cc3C)n12)COC(C)(C)C4
  0	-11	-8	0	6	-0.7	1.1	-4	-3
> OCc1c(Cl)nc2ccccn12
  13	7	-1	-5	-13	0.4	1.8	-1	-1
> COc1ccc(CNC(=O)CCc2ccc(S(=O)(=O)N3CCCCCC3)cc2)cc1
  12	6	6	5	9	-0.1	-0.1	-4	-3
> COc1ccc(OCC(NS(=O)(=O)c2ccc(-n3cnnn3)cc2)C(C)C)cc1 (stereo not given)
  2	-2	5	-1	3	-0.4	0.1	0	3
> Cc1ccc(-c2cnc(C(O)c3cccc(C)c3C)[nH]2)cc1 (stereo not given)
  0	-12	-6	2	-16	0.0	0.5	3	-2
> CCCSc1nc(-c2ccccc2)cc(C(F)(F)F)c1C#N
  4	-15	28	5	-8	-0.6	nt	2	2
> COc1cccc(NC(=O)C2CCN(S(=O)(=O)c3ccc4c(c3)N(C(C)=O)CCO4)CC2)c1
  0	5	-3	-6	13	-0.7	0.3	2	-2
> CCOc1ccccc1N1CCN(Cc2ccco2)CC1
  2	-3	-8	-8	-1	-0.3	0.8	3	-1
> CCc1c2ccccc2nn1-c1ccccc1C(=O)C(C)=O
  12	6	1	-2	10	1.9	-0.4	2	-3
> O=P(OC1CCCCC1)(OC1CCCCC1)C(Nc1ccccc1)c1cccnc1 (stereo not given)
  15	10	11	1	11	-0.6	-0.3	0	-2
> CCn1c(SC)nnc1-c1ccc(S(=O)(=O)N2CCCCC2)cc1
  -2	1	-6	-3	2	-1.8	0.2	3	-13
> CCC(=O)N1CCN=C1SCc1c(F)cccc1Cl
  2	6	-1	-1	21	-0.8	0.2	2	-7
> CCNS(=O)(=O)c1ccc(NS(=O)(=O)c2cc(C)ccc2C)cc1
  -7	8	-2	-10	-13	-0.6	-0.2	3	-3
> CCOC(=O)c1cnc2c(Cl)c(Cl)ccc2c1N1CCN(C)CC1
  -12	3	2	-10	-8	-0.5	0.4	-10	6
> Cc1cccc(N=C/C(C(=O)C(F)(F)F)=C(\O)c2ccco2)c1
  1	1	11	-7	0	-0.9	0.7	-11	-5
> COc1ccc(CC(=O)N/N=C(\C)CC(=O)Nc2ccc(N(C)C)cc2)cc1
  16	7	-6	-2	-10	0.2	1.0	2	-2

Following part
Order of results – SKN-1 block	NRP1-CendR mod	FAS-TE inh	eLon inh	MLLE-PAM2 inh	Tb MetRS inh	MsrA inhibitor	MT1-MMP act inh	bovine MsrA act
> COc1ccc(-c2csc(NC(=O)COc3ccc(N(C)S(=O)(=O)c4ccc(C)cc4)cc3)n2)cc1
  14	-11	53*	-12	4	-0.5	-0.1	-1	-11
> Cc1cccc(NC(=O)CCN2CC(C)CC(C)C2)c1 (stereo not given)
  -3	4	-1	-2	2	0.0	-0.7	1	-1
> NC(=O)c1ccc(F)cc1
  17	-12	-11	2	-2	-0.4	-0.3	2	-3
> COc1ccc(C(=O)NCc2ccncc2)cc1OC
  5	-3	-6	-13	-3	-0.2	-0.7	1	-3
> COc1cc(N)ccc1NC(=O)c1cc2ccccc2o1
  -9	-2	-5	3	1	-0.3	2.7	3	-5
> COc1ccc(NC(=O)CSCC(=O)Nc2cccc3ncccc23)cc1
  8	6	-6	8	-45	-0.5	-0.5	-5	-2
> O=C(C1=C(O)C(=O)N(Cc2ccco2)C1c1cccs1)c1cccs1 (stereo not given)
  -5	6	-9	-1	6	-0.1	2.3	-3	-9
> NS(=O)(=O)c1ccc(NC(=O)NC2CCCCC2)cc1
  -11	-3	-5	7	-12	-0.5	-0.8	-1	-7
> COc1ccc(-c2cc(C(F)(F)F)nc(SCCC(=O)Nc3cc(C)on3)n2)cc1
  7	9	6	0	10	0.2	0.3	-2	-1
> COc1ccc(CC(=O)OCC(=O)Nc2c(C)n(C)n(-c3ccccc3)c2=O)cc1OC
  9	-7	-9	8	0	0.0	-1.3	1	-3
> CCOc1cccc(NC(=O)c2cnccc2C(F)(F)F)c1
  18	-1	-5	-2	0	0.1	-1.0	0	-2
> CCCCCC(=O)NC(Cc1ccc(OC)c([N+](=O)[O-])c1)C(=O)O (stereo not given)
  8	0	-3	-4	5	-0.6	1.3	5	-6
> Cc1ccccc1-c1n[nH]nc1C1=CC(=O)C[C@H](c2ccc(F)cc2)C1
  10	-2	-61	3	7	-0.5	1.5	1	-3
> CN1CCN(NC(=O)c2cc(-c3cccc(Cl)c3)nc3ccccc23)CC1
  7	2	-2	-4	0	-0.5	1.0	2	-3
> Cc1oc(-c2ccccc2F)nc1CS(=O)CC(=O)NCc1ccc(Cl)cc1 (stereo not given)
  2	5	2	-8	8	0.1	-1.6	0	-4
> O=[N+]([O-])c1cc(-c2ccc(C(=S)N3CCOCC3)o2)ccc1Cl
  22	-8	19	-1	29	-0.1	1.8	-13	-2
> CCOC(=O)c1cnc(-c2ccccc2)nc1Oc1cccc(Cl)c1
  23	-7	16	-7	-4	-0.9	1.0	-5	-5
> COCCN(C(=O)COC(=O)C12CC3CC(CC(Cl)(C3)C1)C2)c1c(N)n(Cc2ccccc2)c(=O)[nH]c1=O
  5	-17	1	-3	-24	-0.6	-0.8	-7	-7
> CC(=O)c1ccc(NC(=O)c2noc(C(C)C)c2[N+](=O)[O-])cc1
  4	-4	0	2	-7	-0.4	0.8	1	-1
> O=C(CSc1nnc(-c2cccs2)n1Cc1ccccc1)N1CCc2ccccc2C1
  11	-4	5	4	-107	-1.4	-0.1	1	-6

More structures.
Order of results – SKN-1 block	NRP1-CendR mod	FAS-TE inh	eLon inh	MLLE-PAM2 inh	Tb MetRS inh	MsrA inhibitor	MT1-MMP act inh	bovine MsrA act
> O=C(/C=C/c1ccccc1)OCC(=O)c1ccc[nH]1
  10	12	-8	-1	6	-0.4	-0.2	0	0
> CCC(=O)Nc1ccc2c(c1)ncn2-c1ccccc1C
  -10	13	-4	-9	10	-1.0	-0.6	1	-5
> Cc1ccc(C2NC(=S)NC3=C2C(=O)CC(C)(C)C3)cc1 (stereo not given)
  9	-3	-13	3	-129	0.2	4.8*	5	5
> C=CC1=CCN(S(=O)(=O)C(C)(C)C)[C@H]1CCO
  0	-3	-7	2	-12	0.3	1.1	-1	3
> Cc1ccc(CNC(=O)C2c3ccccc3C(=O)N3CCc4ccccc4C23)o1 (stereo not given)
  17	-10	-2	-4	5	-0.7	0.3	-9	-9
> COc1ccc(-c2ccc3[nH]c4c(c3c2)CCN2C(=O)[C@@H]([C@H](C)O)[C@@H](N(C)C(=O)Nc3ccc(F)cc3)C[C@@H]42)cc1
  -23	-4	23	-5	13	-1.7	2.0	-8	-6
> O=C(NCc1ccccc1)C12CN(Cc3ccccc3)CC1C(c1cccc([N+](=O)[O-])c1)=NO2 (stereo not given)
  -11	7	42	13	-4	-0.4	-0.1	-5	0
> Cc1c(OCC(=O)N2CCC(C(=O)NCCCC(=O)O)CC2)ccc2c1oc(=O)c1ccccc12
  6	-4	-6	-2	-7	0.8	0.5	-1	-3

From PubChem
